PrPC surface inh = inhibitors of human cell surface prion protein PrPC, primary screen, cell-based, TR-FRET; TR-FRET read-out; 0.43% of 370,000 active; inhibition, % at 13.8 µM; Major prion protein (Homo sapiens), P04156; in the data active = inhibition above about 24%; note: 0% = median of the test wells and 100% = reference compound wells
BoNT-A LC inh2 = BoNT/A light chain protease inhibitors, primary screen, biochemical, flow cytometry, MLPCN library; inhibition, % at 10 µM; AID 588499, 2011; multiplex microsphere protease substrate cleavage; 0.17% of 360,000 active; in the data active = inhibition above about 30%; inconclusive = no clear call, values can overlap the other calls; note: plate controls were buffer without enzyme for full effect and enzyme alone for no effect
UGM FP inh = M. tuberculosis UGM enzyme inhibitors, primary screen, biochemical, fluorescence polarization, single point; AID 504406, 2011; inhibition, % at 10 µM; purified UGM, fluorescence polarization probe displacement; 0.06% of 320,000 active; UDP-galactopyranose mutase (Mycobacterium tuberculosis (strain ATCC 25618 / H37Rv)), …; in the data active = inhibition above about 10%, passing the limit was not always enough; inconclusive = no clear call, values can overlap the other calls
Target sequence (P9WIQ1 whole entry, looked up): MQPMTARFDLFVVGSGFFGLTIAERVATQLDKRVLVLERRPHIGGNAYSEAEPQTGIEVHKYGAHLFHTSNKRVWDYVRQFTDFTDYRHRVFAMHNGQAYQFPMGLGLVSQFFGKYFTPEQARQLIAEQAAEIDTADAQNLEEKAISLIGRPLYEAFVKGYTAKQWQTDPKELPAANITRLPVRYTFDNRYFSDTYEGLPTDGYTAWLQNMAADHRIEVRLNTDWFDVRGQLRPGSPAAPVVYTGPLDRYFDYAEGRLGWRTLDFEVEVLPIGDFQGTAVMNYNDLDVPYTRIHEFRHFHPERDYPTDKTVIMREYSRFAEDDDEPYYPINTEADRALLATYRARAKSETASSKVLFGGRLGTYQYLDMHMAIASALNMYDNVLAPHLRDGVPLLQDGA
BoNT F protease = BoNT/F light chain protease inhibitors, primary screen, biochemical, flow cytometry, MLPCN library. Botulinum neurotoxin type F light chain protease (Clostridium botulinum). AID 588497, 2011. Multiplex microsphere protease cleavage assay. 0.22% of 360,000 active. inhibition, % at 10 µM; in the data active = inhibition above about 35%, passing the limit was not always enough; inconclusive = no clear call, values can overlap the other calls; note: plate controls were buffer without enzyme for full effect and enzyme alone for no effect
CCHFV vOTU inh = CCHFV vOTU protease inhibitors, primary screen, biochemical, Pep-AMC substrate, fluorescence; inhibition, % at 11.5 µM; Crimean-Congo hemorrhagic fever virus L polyprotein viral ovarian tumor (vOTU) protease …; 0.55% of 370,000 active; AID 651958, 2012; note: 0% = vehicle wells with enzyme and 100% = no enzyme wells
FBA Mtb inh = Mtb FBA enzyme inhibitors, primary screen, biochemical, fluorescence, strain H37Rv | Fructose-bisphosphate aldolase (Mycobacterium tuberculosis (strain ATCC 25618 / H37Rv)), … | purified M. tuberculosis FBA, fluorescence read-out | inhibition, % at 1 µM | 2.3% of 360,000 active | AID 588726, 2011; in the data active = inhibition above about 27%;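 note: 0% = vehicle and 100% = reference inhibitor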
Target sequence (P9WQA3 whole entry, looked up): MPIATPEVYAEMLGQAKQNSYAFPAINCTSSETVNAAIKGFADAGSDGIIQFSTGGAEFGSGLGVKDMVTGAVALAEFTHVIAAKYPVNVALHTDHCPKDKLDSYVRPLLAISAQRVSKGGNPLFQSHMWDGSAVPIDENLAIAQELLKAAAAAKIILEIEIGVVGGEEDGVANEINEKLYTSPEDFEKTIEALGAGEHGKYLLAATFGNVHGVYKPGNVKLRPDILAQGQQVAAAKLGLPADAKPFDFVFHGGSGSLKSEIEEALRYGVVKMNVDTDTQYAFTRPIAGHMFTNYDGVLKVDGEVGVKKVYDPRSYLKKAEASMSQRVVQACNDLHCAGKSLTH
FadD28 binding = inhibitors of FadD28 bisubstrate probe binding, primary screen, biochemical, fluorescence polarization, single point; AID 588549, 2011; inhibition, % at 12.5 µM; 0.22% of 360,000 active; in the data active = inhibition above about 8.5%, passing the limit was not always enough; inconclusive = no clear call, values can overlap the other calls
BioA inh = M. tuberculosis BioA enzyme inhibitors, primary screen, biochemical, plate reader, single point, HTS. AID 602481, 2012. 0.096% of 360,000 active. inhibition, % at 9.99 µM. purified M. tuberculosis BioA enzyme; in the data active = inhibition above about 40%; inconclusive = no clear call, values can overlap the other calls
GDH-TPI inh = GDH-TPI coupling enzyme inhibitors, primary screen, artefact control for M. tuberculosis FBA inhibitor project, biochemical, absorbance, full deck. GDH-TPI coupled enzyme counterscreen, NADH absorbance. inhibition, % at 4.8 µM. 1.2% of 360,000 active. AID 588335, 2011;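 note: 0% = DMSO wells and 100% = wells lacking the enzyme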
An asterisk follows results filed as active; ? = inconclusive; . = not tested or not shown. Cut-off read from the data, not from the text of the source, unless noted: active = inhibition above about 30%; inactive = the rest.

entry	SMILES	PrPC surface inh	BoNT-A LC inh2	UGM FP inh	BoNT F protease	CCHFV vOTU inh	FBA Mtb inh	FadD28 binding	BioA inh	GDH-TPI inh
1	COC(=O)c1ccc(NC(=O)C2CCCN2S(=O)(=O)c2ccc(C)cc2)cc1 (configuration not stated)	3	-0.3	-0.8	-6	-1	0	-2.9	-0.6	3
2	O=C(CSc1n[nH]c(=O)n1C1CC1)c1ccc(F)cc1	1	-8.1	0.0	-34	4	1	-3.0	1.4	-1
3	COC(=O)CC1C(=O)NCCN1C(=S)Nc1cccc(C(F)(F)F)c1 (configuration not stated)	7	-0.7	-0.7	-2	-3	0	-2.0	3.0	0
4	O=C(CN1C(=O)NC2(CCCC2)C1=O)OCc1cccc(Br)c1	-3	1.7	1.5	3	12	0	-3.9	-0.3	-1
5	C=C1CCN([C@@H](C)C(=O)NCCCCCC)S(=O)(=O)c2ccccc21	-2	0.8	1.5	7	0	3	-1.8	0.4	7
6	COC(=O)c1sc(NC(=O)c2c(OC)cccc2OC)c(C#N)c1C	10	-1.4	0.0	-10	8	9	-0.2	0.2	17
7	COc1ccc(/C=C2\N=C(c3ccccc3)NNC2=O)cc1	-8	-4.9	2.9	?	16	1	-2.3	0.4	10
8	O=C(CSc1nnc(CNC(=O)c2ccccc2)o1)NCCc1ccccc1	-9	1.8	-2.5	-14	9	-1	-2.6	0.4	-1
9	CC1=C(C(=O)N2CCOCC2)CC(CC(=O)NC(c2ccccc2)c2ccccc2)C(=O)N1CCC1=CCCCC1 (configuration not stated)	-3	-1.0	.	16	9	-3	1.0	-3.0	.
10	c1cc(Nc2ncnc3sc4c(c23)CCC4)ccn1	5	0.2	-1.3	-4	-41	60*	-1.5	3.1	5
11	COCCNC(=O)C(=O)N/N=C/c1ccccc1C(F)(F)F	4	0.1	-3.0	-16	-2	-1	0.6	-1.7	-2
12	NS(=O)(=O)c1ccc(CNC(=O)c2ccc(S(=O)(=O)C(F)F)cc2)cc1	7	0.7	-2.6	0	19	1	-1.2	3.1	-5
13	CCOCCCNC(=O)CCCOc1ccccc1	-5	0.3	0.7	11	-7	2	-2.7	-1.1	13
14	CCCCC(=O)Nc1ccc(C(=O)N2CCCC(C(=O)OCC)C2)cc1 (configuration not stated)	3	0.2	-0.3	0	4	3	-1.3	.	-9
15	Cc1ccc(NC(=O)c2ccc(OCC3CCCO3)cc2)cc1Cl (configuration not stated)	6	-0.3	.	-3	-6	-3	-3.0	-0.8	0
16	COc1cc(-c2cc(C(=O)Nc3ccc(O)cc3)c3ccccc3n2)cc(OC)c1OC	0	-1.0	-1.5	-7	-8	-2	-4.0	.	11
17	COc1cccc(NC(=S)Nc2cccnc2)c1	3	0.2	-3.6	1	-1	2	0.0	8.3	-4
18	Cc1ccc2c(c1)N(CC(=O)NC1CCCC(C)C1C)C(=O)c1cccnc1O2 (configuration not stated)	7	0.0	-1.6	5	0	3	-0.8	-1.4	-2
19	Cc1cc(NC(=O)c2ccc(NC(=O)c3cccs3)cc2)no1	12	0.0	-1.8	4	13	-1	-6.7	3.7	-1
20	O=C(COC(=O)c1ccc([N+](=O)[O-])o1)Nc1ccc(N2CCOCC2)cc1	-20	0.1	-4.3	1	14	0	-1.2	-0.4	1
21	CCOc1ccc(CNc2ccc(S(N)(=O)=O)cc2)cc1	5	0.3	-0.9	0	6	4	-1.3	.	9
22	CC(=O)Nc1ccc(S(=O)(=O)Oc2ccc(N3C(=O)C4CCCCC4C3=O)cc2)cc1 (configuration not stated)	7	?	-3.4	-1	0	-1	-3.5	0.7	4
23	COc1ccc(C(=S)N2CCCC2)cc1	1	1.1	-1.0	-8	-9	6	-1.2	1.2	9
24	CCOC(=O)/C(=C/c1ccc(F)cc1)NC(C)=O	2	0.0	-0.8	-8	-3	-3	0.0	-0.1	8
25	COc1ccccc1N1CCN(c2ccnc3cc(Cl)ccc23)CC1	8	-0.8	-1.7	25	1	-2	-1.7	-0.6	18
26	CC(C)C(=O)Nc1ccc(NC(=S)NC(=O)c2ccccc2F)cc1	0	0.8	-0.3	6	24	1	-0.2	-0.4	10
27	O=C(OCC(=O)C12CC3CC(CC(C3)C1)C2)c1ccccc1O	0	-0.3	-0.6	1	1	0	-0.6	-0.9	15
28	COC(=O)C1=C(c2ccc(OCc3ccccc3)cc2)C[C@@H]2CC[C@H]1N2C(=O)NCc1ccc(F)cc1	1	0.1	.	-6	-5	-5	-3.1	-1.0	-3
29	CCN(C(=O)CSc1n[nH]c(-c2cccs2)n1)C1CCS(=O)(=O)C1 (configuration not stated)	-5	0.0	-1.2	-10	2	0	-1.2	-0.2	17
30	CCOc1ccc2oc(C(=O)N(CCOC)c3c(N)n(CC(C)C)c(=O)[nH]c3=O)c(C)c2c1	-6	-0.7	1.0	-6	-14	0	-3.3	-0.7	3

A portion from the list above, for reference:
entry	SMILES	PrPC surface inh	BoNT-A LC inh2	UGM FP inh	BoNT F protease	CCHFV vOTU inh	FBA Mtb inh	FadD28 binding	BioA inh	GDH-TPI inh
29	CCN(C(=O)CSc1n[nH]c(-c2cccs2)n1)C1CCS(=O)(=O)C1 (configuration not stated)	-5	0.0	-1.2	-10	2	0	-1.2	-0.2	17
30	CCOc1ccc2oc(C(=O)N(CCOC)c3c(N)n(CC(C)C)c(=O)[nH]c3=O)c(C)c2c1	-6	-0.7	1.0	-6	-14	0	-3.3	-0.7	3

3 entries picked at random from those above:
entry	SMILES	PrPC surface inh	BoNT-A LC inh2	UGM FP inh	BoNT F protease	CCHFV vOTU inh	FBA Mtb inh	FadD28 binding	BioA inh	GDH-TPI inh
4	O=C(CN1C(=O)NC2(CCCC2)C1=O)OCc1cccc(Br)c1	-3	1.7	1.5	3	12	0	-3.9	-0.3	-1
24	CCOC(=O)/C(=C/c1ccc(F)cc1)NC(C)=O	2	0.0	-0.8	-8	-3	-3	0.0	-0.1	8
7	COc1ccc(/C=C2\N=C(c3ccccc3)NNC2=O)cc1	-8	-4.9	2.9	?	16	1	-2.3	0.4	10

Two of these compounds, reformatted:
Below each compound: PrPC surface inh	BoNT-A LC inh2	UGM FP inh	BoNT F protease	CCHFV vOTU inh	FBA Mtb inh	FadD28 binding	BioA inh	GDH-TPI inh
23. COc1ccc(C(=S)N2CCCC2)cc1
  1	1.1	-1.0	-8	-9	6	-1.2	1.2	9
16. COc1cc(-c2cc(C(=O)Nc3ccc(O)cc3)c3ccccc3n2)cc(OC)c1OC
  0	-1.0	-1.5	-7	-8	-2	-4.0	.	11

The results go on.
entry	SMILES	PrPC surface inh	BoNT-A LC inh2	UGM FP inh	BoNT F protease	CCHFV vOTU inh	FBA Mtb inh	FadD28 binding	BioA inh	GDH-TPI inh
31	COc1cc(C(=O)OCCC(C)C)cc(OC)c1O	1	-3.7	-1.0	-7	12	0	-1.4	0.8	14
32	CCS(=O)(=O)N1CCC(C(=O)Nc2cc(C)ccc2O)CC1	-1	1.4	6.5	-12	-7	2	-2.0	0.7	-4
33	O=C(Oc1ccc(Br)cc1)c1cncc(Br)c1	4	-1.4	-1.0	-3	9	2	-2.3	0.2	3
34	CC1Cc2ccccc2N1C(=O)COC(=O)c1cc(Br)ccc1O (configuration not stated)	-3	-6.1	-1.1	-14	-5	2	0.9	.	9
35	CCOC(=O)c1c(-c2ccc(C)o2)csc1NC(=O)COC(=O)c1cccs1	-2	-4.2	0.1	-52	14	2	-0.8	0.4	2
36	CC(OC(=O)Cc1ccsc1)C(=O)Nc1ccc(C(N)=O)cc1 (configuration not stated)	10	2.1	.	4	3	1	-0.3	15	-5
37	Cn1ncc2c(=O)[nH]c(N)nc21	-2	0.5	.	4	0	-1	-4.0	.	-2
38	COc1cc(NC(=S)NC(=O)c2ccccc2C)ccc1NC(=O)c1cccs1	-3	-1.2	-3.0	?	6	-2	-4.0	5.8	23
39	COc1cc(C2NC(=O)NC(c3ccccc3)=C2C(C)=O)c(Br)cc1OCC(N)=O (configuration not stated)	-6	0.6	-1.4	10	1	1	0.4	1.6	7
40	NS(=O)(=O)c1ccc(CNC(=O)Cc2ccccc2F)cc1	3	-0.4	-0.1	1	-8	4	-1.5	.	-1
41	CCOc1ccc(-n2c(=S)sc3c(=O)n(-c4ccc(F)cc4)c(SCC(=O)O)nc32)cc1	-16	1.5	2.6	12	34*	-1	1.1	-1.3	20
42	COC(C[C@@H](O)[C@@H](C)[C@H](O)COCc1ccccc1)OC	0	0.1	.	-2	1	3	-1.1	-0.7	8
43	COc1cc(OC)c(NC(=O)CNC(=O)Cn2ccc3ccccc3c2=O)cc1Cl	4	0.0	-0.1	7	-15	6	-2.3	-0.6	1
44	CC(NS(=O)(=O)c1c(N)n(C)c(=O)n(C)c1=O)c1ccccc1 (configuration not stated)	-7	1.7	1.7	8	30*	1	-1.8	-0.6	-3
45	COc1ccccc1C(=O)N1CCCC(C)(C(=O)NS(=O)(=O)C2CC2)C1 (configuration not stated)	-3	-0.3	.	0	30*	0	0.3	0.1	-3
46	Cc1c(NC(=O)c2ccc(NC(=O)C3CC3)cc2)cccc1C(=O)O	3	0.5	0.9	0	-3	0	-0.3	-1.2	4
47	O=C(CN1C(=O)NC(Cc2ccccc2)(Cc2ccccc2)C1=O)NCC1CCCCC1	3	?	2.0	-1	8	1	-6.4	-0.6	-1
48	Cc1nn(C(C)C(=O)NCc2ccco2)c(=O)c2nn(-c3ccccc3)c(C)c12 (configuration not stated)	-3	-3.4	-0.2	2	2	1	-1.5	8.1	1
49	CN(Cc1ccccc1)c1nc2c(c(=O)[nH]c(=O)n2C)n1Cc1ccccc1Cl	-2	?	-2.8	-1	1	0	-1.6	-0.4	9
50	CC1(C(=O)NS(=O)(=O)c2ccccc2Cl)CCN1C(=O)C1(c2ccccc2)CCCC1 (configuration not stated)	4	-0.5	.	-1	3	1	-1.1	-1.6	9
51	c1ccc2c(c1)-c1nc3ccccc3cc1C2N1CCOCC1 (configuration not stated)	1	0.5	.	2	0	-3	-6.0	-0.9	6
52	COc1cccc(CN2CC(C(=O)NCCSc3nnnn3C)CCC2=O)c1 (configuration not stated)	-2	-0.6	-0.6	0	-5	-1	-2.8	1.3	2
53	COc1ccccc1CC(NC(C)=O)C(=O)N1CCN(C(=O)c2cccs2)CC1 (configuration not stated)	0	0.1	-3.3	-7	0	6	-1.4	-1.1	9
54	CCCCNC(=O)NS(=O)(=O)c1ccc(NC(=O)C(NC(N)=O)C(C)CC)cc1 (configuration not stated)	-2	-1.9	5.0	-3	-4	2	-1.2	-0.7	-5
55	Nc1nsnc1C(=O)NCCO	-2	-3.0	2.4	-5	-5	2	2.3	-0.9	20
56	CCn1c(CSc2nc(C)cc(C)n2)nnc1SCC(N)=O	7	-0.5	4.4	3	-1	-4	-3.3	.	0

Bioassay records: PubChem BioAssay, several laboratories
